# Screening results from PubChem BioAssay.
# Rab9 prom act: activates the Rab9 promoter. hit rate 2.8% among 320,000. Huh7 Rab9 promoter-luciferase reporter, luminescence, 24 h. AID 485297. Potency, µM (doses to about 9.22 µM), inactives show at the highest dose activation, negative = inhibition, most hits filed as activators; note: potency is the fitted concentration of half-maximal effect; % of control where 0% means no effect; nearly all actives have a fitted effect of over 60% in size
#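 Luminescence read-out: Huh7 cells stably expressing Rab9-luciferase, treated 24 h with compound at 37 °C, then lysed with luciferase reagent for 10 min at ambient before reading.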
# PKM2 act: activators of human pyruvate kinase M2; P14618; purified PKM2, Kinase-Glo ATP luminescence, activation; response scale: 0% is enzyme alone, no compound; Potency, µM (doses to about 57.5 µM), for the others: at the top dose activation, usual class: activators; hit rate 0.34% among 260,000; AID 1631; note: potency is the fitted concentration of half-maximal effect; % is set by controls: 0 for no effect and ±100 for the full control effect; nearly all actives have a fitted effect of over 55% in size
#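 hPK-M2, >95% pure; 0.1 mM ADP / 0.5 mM PEP final; imidazole pH7.2 buffer w/ 7 mM MgCl2, 50 mM KCl; 1 h RT; Kinase-Glo lum. Intermediate enzyme activity for dual inhibitor/activator qHTS.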
# ELG1 genotoxic: genotoxicity induction in ELG1-luciferase HEK293T cells; hit rate 1.3% among 330,000; Potency, µM (top dose mostly 46 µM), for the others: top-dose activity change, positive = activation, actives largely listed as activators; AID 504466; HEK293T ELG1-luciferase reporter, luminescence, 16 h; note: potency is the fitted concentration of half-maximal effect; % of control where 0% means no effect; nearly all actives have a fitted effect of over 60% in size
#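 16 hr compound incubation (37 °C, 5% CO2) of HEK293T cells carrying luciferase-tagged ELG1; luciferase then measured by ONE-Glo luminescence after 30 min at RT.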
# FLuc counter: counter-screen for miR-21 project: firefly luciferase inhibitors or activators. P08659. purified FLuc, Km substrates, luminescence inhibition. Potency, µM (doses to about 57.5 µM), inactives show top-dose activity change, negative = inhibition, usual class: inhibitors. hit rate 6.9% among 360,000. AID 588342;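 note: potency is the fitted concentration of half-maximal effect; plate controls were vehicle for no effect and reference inhibitor for full effect; nearly all actives have a fitted effect of over 55% in size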
#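 Purified P. pyralis luciferase, 10 nM final, with Km-level 10 uM D-luciferin and 10 uM ATP in 50 mM Tris acetate pH 7.5, 10 mM Mg acetate, 0.01% Tween-20, 0.05% BSA; 6-point qHTS titration about 60 µM downward; luminescence read.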
# VP16 counter: counter-screen for ROR gamma inhibitors: Gal4-VP16 reporter; hit rate 3.5% among 310,000; Potency, µM (top dose mostly 53.6 µM), inactives show at the highest dose activity, negative = inhibition, usual class: inhibitors; AID 2546; Drosophila S2 Gal4-VP16 UAS-luciferase, luminescence, 20 h;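 note: Gal4-VP16 expression switched on by copper sulfate through the metallothionein promoter; potency is the fitted concentration of half-maximal effect; % is set by controls: 0 for no effect and ±100 for the full control effect; nearly all actives have a fitted effect of over 50% in size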
# BRCA1 expr act: activators of BRCA1 expression; MCF7-BRCA1-FFLuc reporter, luminescence, 48 h; response scale: scaled: vehicle 0%, 10 µM genistein 100%; hit rate 1.1% among 380,000; AID 624202; Potency, µM (series often up to 46.1 µM), without a hit: at the top dose activation, usual class: activators; note: potency is the fitted concentration of half-maximal effect; nearly all actives have a fitted effect of over 80% in size; some results filed as inactive show a strong effect at the top dose
#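 Cells: MCF7-BRCA1-FFLuc, 2000/well. Exposure: 48 h, 37 °C, 5% CO2. Read: luminescence, 15 min post-substrate. Controls: genistein 10 microM (maximal activation), DMSO (neutral).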
# p53 reactivation: mutant p53 re-activation in reporter cells; H1299 p53-A138V BP100-luciferase reporter, luminescence, 24 h; Potency, µM (titrated, usually from 92.2 µM), for inactives: top-dose activity change, positive = activation, most hits filed as activators; hit rate 0.063% among 320,000; AID 504706; note: potency is the fitted concentration of half-maximal effect; % of control where 0% means no effect; nearly all actives have a fitted effect of over 45% in size
#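 p53-null H1299 cells stably carrying temperature-sensitive p53-A138V and a BP100-luciferase reporter were pinned with compounds (4-point, 1:5 series) and held 24 hrs at 37 deg C. Luminescence was read 10 min after detection reagent.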
# RORg inh: blocks mouse ROR gamma transcriptional activity; Drosophila S2 Gal4-RORgamma UAS-luciferase reporter, 20 h; Potency, µM (titrated, usually from 53.6 µM), for inactives: top-dose activity change, negative = inhibition, hits mostly inhibitors; hit rate 5.4% among 310,000; note: potency is the fitted concentration of half-maximal effect; % is set by controls: 0 for no effect and ±100 for the full control effect; nearly all actives have a fitted effect of over 60% in size
# Target sequence (P51450 whole entry, looked up, the tested form may be a part): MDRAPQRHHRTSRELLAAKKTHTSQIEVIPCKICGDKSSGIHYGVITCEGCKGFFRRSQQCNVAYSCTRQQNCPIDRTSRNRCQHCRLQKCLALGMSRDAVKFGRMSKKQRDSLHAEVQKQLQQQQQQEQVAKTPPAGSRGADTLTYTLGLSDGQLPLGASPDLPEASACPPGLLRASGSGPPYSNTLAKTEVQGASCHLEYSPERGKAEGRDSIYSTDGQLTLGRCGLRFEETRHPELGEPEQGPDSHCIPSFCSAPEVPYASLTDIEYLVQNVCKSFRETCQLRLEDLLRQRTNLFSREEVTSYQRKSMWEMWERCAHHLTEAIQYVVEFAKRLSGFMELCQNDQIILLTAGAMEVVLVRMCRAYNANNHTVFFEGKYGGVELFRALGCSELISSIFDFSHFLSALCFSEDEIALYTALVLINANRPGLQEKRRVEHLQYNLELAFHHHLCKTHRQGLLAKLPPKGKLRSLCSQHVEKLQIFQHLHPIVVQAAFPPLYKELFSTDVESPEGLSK
#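 A Gal4/UAS one-hybrid system in insect cells: metallothionein-promoter Gal4–ROR gamma fusion plus Photinus luciferase reporter. Copper sulfate 700 uM final, 20 hr ambient incubation, luminescent detection after 10 min with reagent.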
# Menin MLL FP TR: inhibitors of human menin-MLL interaction, mutant MLL peptide | O00255 | Menin + Texas Red MLL mutant peptide, fluorescence polarization | Potency, µM (top dose mostly 61.6 µM), without a hit: at the highest dose FP activity change, negative = inhibition, actives largely listed as inhibitors | hit rate 0.23% among 270,000; active = well fitted inhibition curve with a large enough effect in the polarisation, with a control signal flat, not every such curve was filed as active; inconclusive = small, poorly fitted or top-dose-only effect, or effect the other way, or a change in a side signal; inactive = no such curve, though single readings can be large or run the other way; the % refers to the polarisation; note: potency is the fitted concentration of half-maximal effect; % of control where 0% means no effect; many of its hits are not listed in these tables
# Target sequence (O00255 whole entry, looked up): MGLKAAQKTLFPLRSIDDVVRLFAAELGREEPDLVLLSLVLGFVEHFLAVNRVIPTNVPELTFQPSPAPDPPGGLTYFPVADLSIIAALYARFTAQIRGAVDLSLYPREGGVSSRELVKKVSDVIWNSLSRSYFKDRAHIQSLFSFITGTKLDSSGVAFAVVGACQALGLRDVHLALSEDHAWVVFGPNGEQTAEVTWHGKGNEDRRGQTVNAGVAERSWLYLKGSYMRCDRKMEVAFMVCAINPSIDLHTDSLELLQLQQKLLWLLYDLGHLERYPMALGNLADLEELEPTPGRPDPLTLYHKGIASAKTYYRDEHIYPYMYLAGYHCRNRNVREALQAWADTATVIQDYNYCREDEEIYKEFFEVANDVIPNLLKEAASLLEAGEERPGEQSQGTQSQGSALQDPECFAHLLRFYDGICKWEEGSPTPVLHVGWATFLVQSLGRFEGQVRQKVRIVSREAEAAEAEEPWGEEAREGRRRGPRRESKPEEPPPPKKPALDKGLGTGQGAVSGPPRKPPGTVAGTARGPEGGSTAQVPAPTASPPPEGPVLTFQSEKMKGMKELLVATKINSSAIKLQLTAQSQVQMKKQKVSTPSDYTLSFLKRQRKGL
# Giardia kill: kills Giardia lamblia; Giardia lamblia trophozoite viability; activity change, % at 7.66 µM, hits read low; hit rate 0.15% among 340,000; in the data active = activity change below about -80%; inconclusive = between about -30% and that limit;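 note: parasites exposed to compound for two days anaerobically before the ATP read; % is set by controls: 0 for no effect and ±100 for the full control effect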
#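 ATP-content bioluminescence gauges trophozoite survival. Cells (100/well) receive compound and incubate anaerobically for 48 hrs at 37 deg C; detection reagent follows for 15-30 min at room temperature.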
# NPC1 prom act: NPC1 promoter activation | Huh7 NPC1 promoter luciferase reporter, 24 h | Potency, µM (highest dose often 9.22 µM), without a hit: at the highest dose activation, hits mostly activators | hit rate 2.4% among 320,000 | AID 485313;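 note: potency is the fitted concentration of half-maximal effect; % of control where 0% means no effect; nearly all actives have a fitted effect of over 60% in size; reporter is driven by a mutant NPC1 promoter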
#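 Readout is luciferase luminescence, reflecting NPC1 promoter activation in stably transfected Huh7 cells after 24 h compound exposure at 37 °C in reduced-serum medium with 10% FBS.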
# Numbers without * were called inactive; ? = inconclusive; / = no result given; [ ] = remark or other dose. Unless noted, calls come from the whole dose curve; as a rule, active = well fitted curve in the direction sought with a large enough effect; inconclusive = small, poorly fitted or top-dose-only effect, or another doubt; inactive = no such curve, though single readings can be large; an effect the other way counts as inactive or inconclusive.
# Value order – Rab9 prom act	PKM2 act	ELG1 genotoxic	FLuc counter	VP16 counter	BRCA1 expr act	p53 reactivation	RORg inh	Menin MLL FP TR	Giardia kill	NPC1 prom act
- N=C1/C(=C\c2ccc(OC(=O)c3ccc(F)cc3)cc2)C(=O)N=C2SC(N3CCOCC3)=NN12
    4%	2%[0.46 µM]	5%	?	-6%	-8%	-6%	-28%	?	8	-1%
- CC1(C)CC(=O)C(C=NCCN2CCN(C3CC(=O)N(c4ccc(Br)cc4)C3=O)CC2)=C(O)C1 (centres undefined)
    -4%	0%	-2%	0%	3%	5%	4%	8%	-20%	1	-2%
- CCCCN(C(=O)c1ccc(-n2nc(C)cc2C)cc1)c1c(N)n(CCC)c(=O)[nH]c1=O
    -4%	/	0%	0%	/	-8%	-2%	/	/	-7	1%
- CCc1nnc(NC(=O)CSc2nnc(C3CCCCC3)n2-c2ccccc2)s1
    0%	-3%	-1%	3%	-11%	-15%	-4%	3%	-7%	-8	-4%
- Cc1ccccc1N1CCN(C2CCCN(C(=O)CCn3cnnn3)C2)CC1 (centres undefined)
    0%	-8%	1%	1%	-5%	-8%	0%	-8%	/	0	-1%
- CC(=O)NNC(=S)Nc1cc(S(=O)(=O)N(C)C)ccc1C
    -3%	-5%	3%	8%	2%	-4%	3%	-8%	-11%	-3	2%
- C/C(CC(=O)NC(C)c1ccccc1)=N\NC(N)=S (centres undefined)
    -1%	0%	-4%	-1%	-25%	-4%	-1%	?	/	-2	0%
- CCOC(=O)[C@@H]1[C@H]2COc3ccc(Br)cc3[C@@H]2N2C(=O)N(c3ccccc3)C(=O)[C@@]12C
    -4%	0%	2%	1%	6%	-23%	/	10µM*	23%	17	-1%
- Cc1ccc(NC(=O)CN(C)C(=O)Cc2ccc(Cl)c(Cl)c2)cc1
    1%	0%	1%	-4%	26%	-4%	10%	?	25%	12	-1%
- COc1cc2c3c(c1OC)C1(C=CC(=NNC(N)=O)C=C1)CC3N(C(C)=O)CC2 (centres undefined)
    -10%	-5%	2%	-1%	0%	4%	9%	-7%	-19%	?	0%
- O=C(NCCN1CCOCC1)C1CC(=O)N(c2ccc(F)cc2)C1 (centres undefined)
    -1%	0%	2%	2%	10%	-52%	1%	0%	10%	-14	-4%
- Cc1ccc(-n2c(SCC(=O)Nc3ccc4c(c3)OCCO4)nnc2-c2ccco2)cc1
    /	4%	/	1%	17%	-4%	/	?	-11%	3	/
- COc1ccc2c(C)c(CC(=O)N3C[C@H]4C[C@@H](C3)c3cccc(=O)n3C4)c(=O)oc2c1OC
    -4%	2%	4%	-1%	-1%	-2%	/	14%	-8%	2	-1%
- CC(=O)c1sc2nc(-c3ccco3)ccc2c1N
    ?	1%	21µM*	3.8µM*	-15%	-4%	8%	26%	/	-1	?
- COc1ccc(C(=O)NC(=S)NCc2ccccc2)cc1OC
    -4%	0%	0%	-4%	?	0%	-4%	3.2µM*	8%	0	-5%
- O=C(c1ccco1)N1CCN(C(=O)c2cc3cc([N+](=O)[O-])ccc3oc2=O)CC1
    -1%	10%	-2%	6%	-2%	-7%	0%	5%	-8%	-8	-3%
- CC1CCN(C(=S)NC(=O)c2ccc(C(C)(C)C)cc2)CC1
    -4%	2%	-2%	?	/	2%	/	/	-7%	-8	4%
- Cc1ccc(-c2cc(C(=O)NCc3ccco3)c3ccccc3n2)s1
    5%	?	-4%	12µM*	?	10%	27%	?	?	-9	1%
- CC12CC(NC(=O)N1c1cccc(C(=O)NCc3ccccc3)c1)c1ccccc1O2 (centres undefined)
    2%	0%	-6%	6%	2%	/	1%	29%	/	/	-3%
- CCOC(=O)CC(NC(=O)c1cc2cc(Br)ccc2oc1=O)c1cccc([N+](=O)[O-])c1 (centres undefined)
    1%	-7%	-1%	-4%	6%	-4%	-3%	-15%	-11%	-20	4%
- O=C1CCCc2sccc2N1
    -4%	-4%	7%	6%	0%	-5%	-1%	-13%	-8%	0	-3%
- Cc1ccc(NS(=O)(=O)c2ccc(C(=O)N3CCCCCC3)cc2)cc1
    2%	/	-6%	1%	/	-40%	-4%	/	/	-1	-3%
- CN(CC(=O)N1CCN(c2cccc(Cl)c2)CC1)S(=O)(=O)c1cccs1
    -3%	0%	-11%	1%	0%	-18%	-7%	16%	/	-4	-2%
- NC(=O)c1cc(S(=O)(=O)NCCCc2ccccc2)cs1
    -9%	/	-5%	1%	?	-15%	?	3%	1%	21	-3%
- O=C(NCC(=O)N1CCCC(C(F)(F)F)C1)c1ccc(Oc2ccccc2)cc1 (centres undefined)
    2.5µM*	-1%	?	0.27µM*	13µM*	20%	20%	8.9µM*	/	13	?
- CCOC(=O)C1CCN(C(=O)COc2ccc(S(=O)(=O)NC(C)(C)C)cc2)CC1
    0%	4%	-2%	5%	-3%	21%	-2%	-17%	-14%	-5	-2%
- CC(C)Oc1cccc(OCCN2C(=O)c3ccccc3C2=O)c1
    -1%	-3%	3%	?	10%	38%	2%	10%	-22%	8	5%
- CCOc1ccc(NC(=O)c2sc(N3CCOCC3)nc2-c2ccccc2)cc1
    0%	0%	-3%	-1%	-9%	-4%	-7%	?	-20%	-1	-5%
- CCc1ccccc1NS(=O)(=O)c1cc2c3c(c1)CCN3C(=O)CC2
    -1%	/	-1%	2%	/	-27%	-3%	/	/	4	0%
- O=C(CCCOC(=O)c1ccc(O)cc1O)c1ccc(F)cc1
    -6%	/	9%	-3%	/	-10%	13%	/	/	-8	0%
- COc1ccc(C(=O)N/C(=C\c2ccccc2)C(=O)N2CCOCC2)cc1
    -5%	-6%	-1%	5%	-9%	-19%	-5%	-6%	/	-3	-2%
- O=C(CSc1nnc(Cc2cc(=O)[nH]c(=O)[nH]2)n1-c1ccccc1)N1CCCCC1
    -16%	?	2%	1%	2%	3%	-5%	-11%	3%[11.7 µM]	19	-5%
- CCN(CC)S(=O)(=O)c1cccc(C(=O)OCC(=O)NC(C)c2ccccc2)c1 (centres undefined)
    1%	0%	-1%	2%	-14%	1%	-1%	17%	-3%	12	-7%
- Cc1ccc2[nH]c(=O)c(C(c3nnnn3C(C)(C)C)N3CCN(C(=O)c4ccco4)CC3)cc2c1 (centres undefined)
    -10%	25µM*	-2%	-15%	-1%	-35%	-2%	54%	-14%	-2	1%
- CCn1c(SCC(=O)O)nc2ccccc21
    11%	0%	1%	-2%	3%	-15%	3%	13%	2%	10	-4%
- Cc1ccc2nc(-c3ccccc3NC(=O)CCC(=O)O)c(=O)[nH]c2c1
    1%	1%	-5%	-12%	5%	4%	?	1%	14%	-6	-2%
- O=C1CCCC2=C1C1(O)C(=O)c3ccccc3C1(O)O2 (centres undefined)
    -3%	1%	4%	-1%	3%	-4%	-21%	1%	-5%	-19	6%
- CCC1Oc2ccc(C)cc2N(CC(=O)N2CCOCC2)C1=O (centres undefined)
    -2%	0%	0%	-1%	-21%	8%	0%	1%	-25%	-1	-6%
- CC(=O)Nc1ccccc1Sc1ccc2c3c(cccc13)C(=O)N(c1ccc(C)cc1)C2=O
    -4%	-8%	13%	1%	2%	-13%	-1%	-10%[10 µM]	-13%	0	-10%
- Cc1ccc(NCc2nc(SCC(=O)Nc3ccccc3)n[nH]2)cc1
    0%	0%[11.5 µM]	1%	?	-6%	-3%	3%	1%	2%	-7	-5%
- O=C(O)CCSc1nc2ccccc2n1CCOc1ccccc1
    -6%	-3%	0%	3%	-1%	6%	-6%	-26%	0%	3	-1%
- CC(NC(=O)COC(=O)c1cc(NS(=O)(=O)c2ccc(Cl)c([N+](=O)[O-])c2)ccc1O)C1CC2CCC1C2 (centres undefined)
    -9%	4%	-19%	6%	11µM*	-92%[inhibitor]	-17%	?	?	9	-14%
- COc1ccccc1CNC(=O)COC(=O)c1cccc(S(=O)(=O)N2CCOCC2)c1
    -2%	/	-1%	-3%	/	-5%	10%	/	/	3	11%
- Cc1nc(NC(=O)/C=C/c2ccccc2)sc1C(=O)Nc1ccccc1
    -3%	-6%	10%	-27%	-20%	3%	-4%	-30%	?	-12	-4%
- CCCCC(=O)NC(=O)NC(c1ccccc1)c1ccccc1
    1%	-1%	-2%	5%	-1%	-40%	-1%	14%	/	-6	-2%
- Cc1cc(C)cc(NCc2cc(=O)oc3cc(-c4ccccc4)c(O)cc23)c1
    -10%	-3%	-2%	-1%	?	-33%	-15%	?	?	0	3%
- COc1cc(C2NC(=S)NC(c3ccccc3)=C2C(C)=O)ccc1O (centres undefined)
    5%	0%	2%	0%	-1%	4%	-3%	-17%	4%	-5	-5%
- COc1ccc(/C=C/C(=O)NCCOc2ccc(C)cc2)cc1
    1%	-7%	1%	?	4%	-20%	-6%	3%	1%	4	-1%

# These rows are one share of the data, so the mix of outcomes need not match the whole.
